Screening results deposited in PubChem BioAssay by several laboratories.
BoNT-F LC inh = BoNT F light chain protease inhibition. AID 588497. hit rate 0.22% among 360,000. inhibition, % at 10 µM. Multiplex microsphere protease cleavage assay, flow cytometry; in the data active = inhibition above about 35%, passing the limit was not always enough; inconclusive = no clear call, values can overlap the other calls; also: plate controls were buffer without enzyme for full effect and enzyme alone for no effect
BoNT A protease = inhibitors of Botulinum neurotoxin A light chain protease. multiplex microsphere protease substrate cleavage, flow cytometry. inhibition, % at 10 µM. hit rate 0.17% among 360,000. AID 588499; also: plate controls were buffer without enzyme for full effect and enzyme alone for no effect
TcdB inh = TcdB glycohydrolase inhibition; inhibition, % at 9.99 µM; hit rate 0.24% among 350,000; TcdB glycohydrolase enzymatic assay, plate reader; in the data active = inhibition above about 10%
PfHsp40 rescue = compounds rescuing yeast from Plasmodium falciparum HSP40 toxicity. AID 504582. S. cerevisiae expressing PfHsp40, growth rescue, ATP luminescence. hit rate 0.68% among 340,000. growth rescue, % at 12.5 µM; in the data active = growth rescue above about 28%, passing the limit was not always enough; inconclusive = no clear call, values can overlap the other calls;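 also: yeast W303a lacking pdr1 and pdr3 grown in galactose medium; growth measured after three days at 30 °C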
PrPC surface inh = reduces human prion protein on the cell surface. P04156. hit rate 0.43% among 370,000. AID 720596. inhibition, % at 13.8 µM. cell surface PrPC, TR-FRET read-out; in the data active = inhibition above about 24%; also: 0% = median of the test wells and 100% = reference compound wells
Y pestis TopoI = inhibitors of Yersinia pestis topoisomerase I. hit rate 0.064% among 360,000. Y. pestis Topo-I cleavage product accumulation, plate reader. activity, % at 10 µM; in the data active = activity above about 50%, passing the limit was not always enough; inconclusive = no clear call, values can overlap the other calls; also: inactives centre near 2
FadD28 binding = M. tuberculosis FadD28 bisubstrate binding inhibition | FadD28 bisubstrate probe binding, fluorescence polarization | inhibition, % at 12.5 µM | hit rate 0.22% among 360,000 | AID 588549; in the data active = inhibition above about 8.5%, passing the limit was not always enough; inconclusive = no clear call, values can overlap the other calls
Anthrax LF prot = anthrax lethal factor protease inhibition | P15917 | multiplex microsphere protease cleavage assay, LF | inhibition, % at 10 µM | hit rate 0.12% among 360,000; also: plate controls were buffer without enzyme for full effect and enzyme alone for no effect
CCHFV vOTU inh = CCHFV vOTU protease inhibition; AID 651958; hit rate 0.55% among 370,000; Pep-AMC fluorescence; inhibition, % at 11.5 µM; in the data active = inhibition above about 30%; also: 0% = vehicle wells with enzyme and 100% = no enzyme wells
Starred values were filed as active, the others as inactive; ? = inconclusive; · = no result given. Rule as the data show it, unless noted: active = inhibition above about 30%; inconclusive = no clear call, values can overlap the other calls; inactive = below that.

canonical_smiles,BoNT-F LC inh,BoNT A protease,TcdB inh,PfHsp40 rescue,PrPC surface inh,Y pestis TopoI,FadD28 binding,Anthrax LF prot,CCHFV vOTU inh
CC1=CC=CN2C1=NC(=O)CC2(C)C(=O)N(CC(=O)NC1CCCC1)Cc1ccccc1 (stereo not given),-10,0.8,6.5,-0.7,5,8,0.7,2,-83
CC1CN(S(=O)(=O)c2cccc(C(=O)Nc3ccc(S(=O)(=O)Nc4ncccn4)cc3)c2)CC(C)O1 (stereo not given),2,0.1,0.7,0.2,-1,2,-1.3,2,19
CC(=O)N(C(C)=O)c1ccc2nc(C)[nH]c(=O)c2c1,-9,-0.6,·,0.0,4,9,0.3,-2,11
CCCC(c1nnnn1C1CCCCC1)N1CCN(C(=O)c2ccco2)CC1 (stereo not given),12,3.0,-2.3,0.4,-2,3,0.5,4,-5
COc1ccc2[nH]c3c(c2c1)CCN1C(=O)N([C@@H](C)C(=O)NCc2ccccc2)C(=O)[C@]31C,8,-0.8,0.2,-0.1,7,7,-1.8,0,4
CC(C)(C)NC(=O)N1CCN(c2nc3ccc(Cl)cc3s2)CC1,10,1.3,1.1,-0.4,5,19,-0.6,-4,-7
CC(=O)c1ccc(NC(=O)CC(C)S(=O)(=O)c2ccc3c(c2)CCN3C(C)=O)cc1 (stereo not given),11,1.7,1.2,-1.8,5,-8,-2.7,2,-4
O=S(=O)(c1cccc(C(F)(F)F)c1)N1c2ccccc2-n2cccc2C1c1cccnc1 (stereo not given),-3,-0.1,0.3,·,12,12,-5.2,0,6
Cc1ccc(C2=NOC3(CC(=O)N(c4ccccc4)C3=O)C2)cc1 (stereo not given),3,0.8,2.8,-0.4,5,11,-1.7,4,-10
CC(O)(c1cccc(F)c1)c1nc(/C=C/c2ccccc2)cs1 (stereo not given),4,-0.2,-1.0,·,5,-7,-5.0,0,17
Cc1ccc2c(c1)N(C(=O)CCC(=O)NCc1cccnc1)CC(C)O2 (stereo not given),-1,0.6,0.2,2.2,-2,-1,-1.3,-8,8
CC(C)Cc1ccc(C(C)C(=O)Nc2cccnc2)cc1 (stereo not given),-15,-1.8,1.9,-1.1,13,3,0.8,3,0

The results go on:
canonical_smiles,BoNT-F LC inh,BoNT A protease,TcdB inh,PfHsp40 rescue,PrPC surface inh,Y pestis TopoI,FadD28 binding,Anthrax LF prot,CCHFV vOTU inh
O=C(CSc1nnnn1-c1cccc2c1CCCC2)N1CCCC1,1,1.7,·,1.5,2,7,-0.7,7,2
COc1ccc(C(=N/O)/C(=N/O)c2ccc(OC)cc2)cc1,-8,-0.2,0.9,0.2,-7,0,-0.3,-5,-9
Nc1nonc1-n1nnc(C(=O)N/N=C/c2ccccc2Cl)c1-c1ccccc1,1,-0.7,-0.4,-2.3,-9,-3,-1.9,-2,2
Cc1cc(C)n2nc(CNS(=O)(=O)c3ccc(F)cc3)nc2n1,-1,-0.6,1.2,-1.4,-3,2,-3.0,-6,-2
O=C1CCCN1CC(O)CS(=O)(=O)Cc1ccccc1Cl (stereo not given),-9,0.3,-8.2,-1.0,1,6,0.4,-8,-6
CN(C(=O)c1ccco1)c1nc(-c2ccc(F)cc2)cs1,?,-1.4,1.5,-1.1,-3,8,-1.5,8,-13
Cc1cccc2cc(CN(C(=O)c3cnccn3)C3CCCCC3)c(Cl)nc12,-4,0.0,0.2,1.8,5,15,-5.6,-5,-3
Nc1cccc(CN2CCCC2)c1,1,-0.5,1.2,0.5,-3,-7,-1.1,-3,14
Cc1ccc(S(=O)(=O)N2CCOCC2)cc1NC(=O)COC(=O)COc1ccc(C#N)cc1,2,0.1,-0.7,·,-3,10,0.8,1,-7
CO/N=C/c1ccc(Sc2ccccc2)c([N+](=O)[O-])c1,2,-0.8,·,4.2,1,-2,-1.9,-4,-3
COC(=O)[C@]1(C)C[C@H]1[C@H](NP(=O)(c1ccccc1)c1ccccc1)c1ccccc1,-1,-0.9,-0.7,-0.1,4,19,-1.2,-2,-5
CCn1c2ccccc2c2nnc(SCc3ccc(C(=O)OC)o3)nc21,-18,0.1,·,1.4,-6,21,-5.1,4,16

Three entries already listed, arranged by number of heavy atoms, ascending:
canonical_smiles,BoNT-F LC inh,BoNT A protease,TcdB inh,PfHsp40 rescue,PrPC surface inh,Y pestis TopoI,FadD28 binding,Anthrax LF prot,CCHFV vOTU inh
O=C1CCCN1CC(O)CS(=O)(=O)Cc1ccccc1Cl (stereo not given),-9,0.3,-8.2,-1.0,1,6,0.4,-8,-6
Cc1ccc2c(c1)N(C(=O)CCC(=O)NCc1cccnc1)CC(C)O2 (stereo not given),-1,0.6,0.2,2.2,-2,-1,-1.3,-8,8
Cc1ccc(S(=O)(=O)N2CCOCC2)cc1NC(=O)COC(=O)COc1ccc(C#N)cc1,2,0.1,-0.7,·,-3,10,0.8,1,-7

Later entries
canonical_smiles,BoNT-F LC inh,BoNT A protease,TcdB inh,PfHsp40 rescue,PrPC surface inh,Y pestis TopoI,FadD28 binding,Anthrax LF prot,CCHFV vOTU inh
COc1ccc(OCC(=O)Nn2c(-c3ccc(C)cc3)nc3ccccc3c2=O)cc1,6,1.0,·,1.5,8,3,-1.9,-2,2
Nc1ccc(Cc2ccc(N)c(C(=O)O)c2)cc1C(=O)O,1,-0.3,-1.9,1.8,0,-1,?,-1,-3
Cn1c(NC(=O)c2cccs2)cc(=O)n(C)c1=O,-1,-0.9,-4.7,0.0,4,-6,-0.3,3,6
COc1ccc(NC(=O)CSc2nnc(C3CCCCC3)n2N)cc1OC,1,0.8,-0.6,0.0,3,2,0.3,-2,11
Cc1ccc(C2NC(=O)c3c(sc(C)c3C)N2)c(O)c1 (stereo not given),2,2.2,·,0.2,-4,-3,1.0,0,7
CS(=O)(=O)N1CCCC(C(=O)Nc2ccc(F)c(F)c2)C1 (stereo not given),-13,-0.1,0.2,-0.7,-3,4,-1.6,-8,7
Cc1ccc(N2CCN(S(=O)(=O)c3ccc(F)c(C)c3)CC2)c(C)c1,?,-0.5,·,1.3,8,21,-4.5,-6,4
Cc1cccn2c(=O)c(/C=C(\C#N)C(=O)NC3CCS(=O)(=O)C3)c(N3CCC(C)CC3)nc12 (stereo not given),5,1.2,·,-0.3,-12,19,-1.8,3,-66
COc1ccc(C(=O)Cn2c(Br)nc3c2c(=O)n(C)c(=O)n3C)cc1,8,0.6,1.1,-0.6,·,7,-2.4,0,·
CC(=O)O[C@]1(C(C)=O)CCC2C3CCC4=C/C(=N/OCC(=O)O)CC[C@]4(C)C3CC[C@@]21C (stereo not given in full),-7,-0.3,-0.4,1.6,-4,-6,-2.6,4,-5
CCOCCCNCC(=O)NCC1CCCCC1,2,-0.1,0.1,?,3,2,-4.4,-2,4
COc1ccc(NS(=O)(=O)c2ccc3c(c2)N(C(C)=O)CCS3)cc1,3,0.7,0.5,0.1,16,-6,-3.4,0,-11

(cont.)
canonical_smiles,BoNT-F LC inh,BoNT A protease,TcdB inh,PfHsp40 rescue,PrPC surface inh,Y pestis TopoI,FadD28 binding,Anthrax LF prot,CCHFV vOTU inh
Cc1ccc(Nc2nc(N)nc(N)c2N=O)cc1Cl,-8,-0.7,2.0,·,-8,·,·,-8,7
C/C(=N\S(=O)(=O)c1ccc(C)cc1)N1CCN(S(=O)(=O)c2ccccc2)C1C(C)C (stereo not given),2,1.0,1.4,-2.3,-1,-6,-4.1,3,-11
CC(=O)NC(CC(=O)Nc1ccc(S(=O)(=O)NC2=NCCCCC2)cc1)c1ccccc1 (stereo not given),-4,-1.7,0.7,-1.5,-6,-3,-1.4,-3,-55
S=C(NCc1cccs1)Nc1cccc(Cl)c1Cl,-2,-0.1,·,2.5,8,-2,-2.7,-3,-15
O=S(=O)(Nc1cccc(-c2cn3cccnc3n2)c1)c1ccccc1,-13,-2.1,·,0.8,-8,2,-3.5,-3,-115
COC(=O)[C@@]12CCCN1[C@H](c1ccc(-c3ccc(OC)cc3)c(OC)c1)[C@H]1C(=O)N(C)C(=O)[C@H]12,-1,-0.1,1.1,0.7,0,27,-3.5,-6,11
Cc1cccc(OCC(=O)NNS(=O)(=O)c2ccccc2F)c1,-2,-2.3,0.6,-1.0,2,-2,-2.9,-5,-17
Cc1cnn(C2CCN(C)CC2)c1N,-7,-2.0,·,0.0,-5,1,-1.1,-4,-2
CCOC(=O)c1cc(S(=O)(=O)N2CCN(c3ccccc3OC)CC2)cn1C,0,2.0,1.6,-0.5,6,22,1.1,-1,0
O=C(Nc1ccc(F)cc1)C1CCC(CNc2c(N3CCCCC3)c(=O)c2=O)CC1 (stereo not given),-6,0.8,4.1,0.5,3,-4,-2.1,2,-5
Cc1ccc(OCC(=O)Nc2ccc3c(c2)C(=O)NC3=O)cc1,-1,0.8,0.3,0.3,-5,-6,0.1,-6,-7
COc1cccc(-c2c(NC(=O)c3ccco3)oc3ccc(Cl)cc3c2=O)c1,9,-0.8,0.3,0.5,0,1,-1.0,-1,19

The last five compounds of the part before come first, to join the parts:
canonical_smiles,BoNT-F LC inh,BoNT A protease,TcdB inh,PfHsp40 rescue,PrPC surface inh,Y pestis TopoI,FadD28 binding,Anthrax LF prot,CCHFV vOTU inh
Cc1cnn(C2CCN(C)CC2)c1N,-7,-2.0,·,0.0,-5,1,-1.1,-4,-2
CCOC(=O)c1cc(S(=O)(=O)N2CCN(c3ccccc3OC)CC2)cn1C,0,2.0,1.6,-0.5,6,22,1.1,-1,0
O=C(Nc1ccc(F)cc1)C1CCC(CNc2c(N3CCCCC3)c(=O)c2=O)CC1 (stereo not given),-6,0.8,4.1,0.5,3,-4,-2.1,2,-5
Cc1ccc(OCC(=O)Nc2ccc3c(c2)C(=O)NC3=O)cc1,-1,0.8,0.3,0.3,-5,-6,0.1,-6,-7
COc1cccc(-c2c(NC(=O)c3ccco3)oc3ccc(Cl)cc3c2=O)c1,9,-0.8,0.3,0.5,0,1,-1.0,-1,19
Cc1oc(-c2ccc(Cl)cc2)nc1CN1CCC(C(=O)N2CCN(Cc3ccccc3)CC2)CC1,-14,-0.6,0.0,0.2,-5,6,-2.6,-10,4
Cc1cc(C)cc(N(C(=O)c2ccccn2)C(C(=O)NC2CCCCC2)c2ccncc2)c1 (stereo not given),-1,-0.6,-11,0.1,-5,7,-2.0,-6,3
CCOc1ccc(S(=O)(=O)N2CCN(CCNS(=O)(=O)c3ccc(C)cc3)CC2)cc1,-11,-0.5,4.1,-1.5,-6,16,-1.1,-6,-1
CCCCOC(=O)Nc1ccc(C(N)=O)cc1,-5,0.3,·,-1.1,-3,1,-1.4,-3,8
O=C(OCC(=O)N1CCN(C(=O)c2ccco2)CC1)c1cc(F)c(F)cc1Cl,-4,-0.5,1.7,-0.7,2,9,-2.7,-3,1
COc1cc(OC)c2ccc(=O)oc2c1C(CCN1CCCC1)c1ccc(N(C)C)cc1 (stereo not given),-10,-1.2,·,2.3,-1,-4,-0.2,-6,-13
CCN(CC)c1ccc(/C=C/[N+](=O)[O-])cc1,17,66*,3.7,2.0,5,-13,-1.6,35*,14
O=CNc1cc(-c2ccsc2)cn2c(-c3ccccc3)cnc12,-1,1.0,0.3,·,-4,18,-5.1,5,0
CCCn1c(N)c(C(=O)CSc2ncnc3sccc23)c(=O)n(C)c1=O,0,0.0,0.3,-0.7,14,-7,-1.2,0,-9
CN(CC(=O)Nc1ccc(Cl)c(Cl)c1)CC(=O)N1CCCCCC1,7,-0.1,0.0,·,7,15,-1.6,-2,-1
CS(=O)(=O)N(CC(=O)N1CCc2ccccc2C1)c1ccc(Br)cc1,6,0.9,0.3,·,5,-2,-2.9,2,-14
c1ccc(-c2noc(-c3ccc4c(c3)OCO4)n2)cc1,1,0.0,0.1,0.1,-3,-7,-2.8,1,-2

(continued)
canonical_smiles,BoNT-F LC inh,BoNT A protease,TcdB inh,PfHsp40 rescue,PrPC surface inh,Y pestis TopoI,FadD28 binding,Anthrax LF prot,CCHFV vOTU inh
CN(Cc1c(F)cccc1Cl)C(=O)CNC(=O)c1ccc2c(c1)OCO2,8,3.1,0.9,-1.4,-3,-1,-4.0,8,-1
COC(=O)c1sc(NC(=O)CSc2nnc(Cn3nnc4ccccc43)n2C)nc1C,-9,-0.2,0.1,-1.2,2,-3,0.4,-1,7
O=C(CN1C(=O)CCC1=O)Nc1ccc(S(=O)(=O)N2CCOCC2)cc1,-6,-0.4,·,-1.6,2,-11,-0.9,-3,-6
O=C(Nc1ccc(S(=O)(=O)N2CCCC2)cc1)c1cc(F)c(F)cc1Cl,19,2.4,0.9,0.0,-2,5,-1.5,1,1
